RAM network inh: inhibitors of the yeast RAM network; S. cerevisiae dse1pr::URA3 reporter, 5-FOA growth OD615, 2 d; analog-sensitive cbk1-as2 kinase mutant strain; inhibition, % at 50 µM; actives 1.8% (n = 190,000); AID 868;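 active = inhibition above a set limit, 3 SD over mean compound inhibition, cut at about 8.4% in these data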;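 note: 0% = DMSO-only wells with no growth and 100% = 10 µM 1-NA-PP1 full growth; inhibition rescues growth on 5-FOA so higher OD means more RAM inhibition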
DTT redox prof: compounds producing H2O2 with reducing agent – biochemical, NIH compound library profiling, artefact control for MLSCN library redox annotation, primary screen | DTT-dependent redox cycling H2O2, phenol red/HRP absorbance; 100% = 100 µM peroxide control, 0% = buffer | activation, % at 10 µM | actives 0.03% (n = 200,000) | AID 878;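 active = activation of at least 50% relative to the plate's high and low controls in the primary single-dose screen; inactive = activation below 50%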;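 note: compound incubated with DTT at 0.8 mM final as the reducing agent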
PMI activator: increases human mannose-6-phosphate isomerase activity | P34949 | purified human PMI, coupled resazurin fluorescence, 20 min; hits give high values; 1 = vehicle control, 0 substrate-free wells | activation factor at 20 µM | actives 0.005% (n = 190,000) | AID 1214;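 active = activation factor of 2 or more at 20 µM, relative to plate controls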
S1P3 antagonist: S1P3 (human) receptor antagonism; CHO S1P3 NFAT-BLA reporter, FRET fluorescence, antagonist mode; actives 0.27% (n = 170,000); Q99500; inhibition, % at 4.98 µM; AID 485;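 active = inhibition above the plate cutoff, the mean inhibition of test wells on that plate plus 3 SD, cut at about 28% in these data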;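 note: cells challenged with S1P at its EC80 of 0.8 µM; blue over green emission ratio from cleaved BLA substrate after 4 h stimulation; 0% = S1P-stimulated wells and 100% = unstimulated DMSO-only wells; some compounds past the cut are filed as inactive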
Target sequence (Q99500 whole entry, looked up): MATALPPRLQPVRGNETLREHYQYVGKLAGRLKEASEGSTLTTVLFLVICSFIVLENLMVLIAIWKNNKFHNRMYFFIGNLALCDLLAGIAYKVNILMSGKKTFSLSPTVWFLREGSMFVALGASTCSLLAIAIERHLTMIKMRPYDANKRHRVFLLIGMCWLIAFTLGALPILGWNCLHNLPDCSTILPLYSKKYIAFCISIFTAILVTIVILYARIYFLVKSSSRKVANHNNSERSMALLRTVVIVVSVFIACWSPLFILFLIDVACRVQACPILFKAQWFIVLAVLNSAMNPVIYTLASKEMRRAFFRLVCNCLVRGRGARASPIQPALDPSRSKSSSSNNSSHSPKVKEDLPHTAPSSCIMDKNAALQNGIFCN
Lmaj promast: Leishmania major promastigote growth inhibition; Leishmania major promastigotes, resazurin fluorescence viability; AID 1063; inhibition, % at 10 µM; actives 9% (n = 200,000); in the data active = inhibition above about 50%;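 note: promastigotes grown with compound for 44 hours at 28 °C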
PMI act satM6P: activators of human phosphomannose isomerase at near-saturating mannose 6-phosphate; activation factor at 20 µM; AID 1216; P34949; actives 0.34% (n = 190,000); coupled PMI enzyme assay, resazurin fluorescence, 20 min; hits give high values; 1 = untreated enzyme, 0 = substrate-free blank;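 active = activation factor of 2 or more at 20 µM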
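Test system: human phosphomannose isomerase with PGI, G6PDH, diaphorase coupling enzymes / Doses: 20 µM compound, 1% DMSO / Times: enzyme reaction with compound 20 min at room temperature / Measured by: Diaphorase-driven resazurin-to-resorufin fluorescence, excitation 544, emission 590 nm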
TNAP inh noacc: TNAP (human) inhibition, acceptor-free conditions. AID 1012. inhibition, % at 20 µM. actives 0.26% (n = 200,000). purified TNAP, CDP-star luminescence, 30 min. P05186;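 active = tissue-nonspecific alkaline phosphatase inhibition above about 50% at 20 µM in the single-dose screen, limit read from the data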;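 note: 0% = DMSO negative control and 100% = EDTA positive control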
Target sequence (P05186 whole entry, looked up): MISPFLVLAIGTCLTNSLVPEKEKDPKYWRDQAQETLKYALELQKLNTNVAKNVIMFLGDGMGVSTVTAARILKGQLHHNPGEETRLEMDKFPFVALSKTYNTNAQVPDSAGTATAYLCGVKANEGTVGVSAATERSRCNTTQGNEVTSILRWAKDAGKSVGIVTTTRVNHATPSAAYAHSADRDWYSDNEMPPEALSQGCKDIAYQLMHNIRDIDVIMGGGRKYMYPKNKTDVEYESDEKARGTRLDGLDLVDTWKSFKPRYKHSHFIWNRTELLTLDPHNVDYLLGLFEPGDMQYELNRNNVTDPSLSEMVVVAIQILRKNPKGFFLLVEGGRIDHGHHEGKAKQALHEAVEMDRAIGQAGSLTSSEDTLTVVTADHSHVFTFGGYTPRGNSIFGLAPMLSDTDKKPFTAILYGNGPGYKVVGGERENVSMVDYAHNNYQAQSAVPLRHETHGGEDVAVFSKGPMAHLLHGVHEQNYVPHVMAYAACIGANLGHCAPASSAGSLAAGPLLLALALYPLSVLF
Hsp70 activator: Hsp70 transcriptional activation, primary screen; HeLa Hsp70 promoter luciferase reporter, luminescence; scaled: vehicle 0, proteasome-inhibitor control 100%; activation, % at 10 µM; actives 0.04% (n = 200,000);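 active = activation above the mean across all tested compounds plus 3 SD, cutoff set per campaign, cut at about 5.5% in these data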;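 note: 100% = MG132 at 30 µM as the positive control and 0% = DMSO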
Efa HMGR inh: blocks class II HMG-CoA reductase of Enterococcus faecalis. purified E. faecalis HMGR, NADPH absorbance 340 nm kinetic. inhibition, % at 10 µM. actives 0.41% (n = 190,000). AID 1066;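 active = inhibition above a set limit, the median over all tested compounds plus 3 SD, cut at about 9.5% in these data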;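 note: enzyme runs in reverse so mevalonate oxidation gives rising NADPH absorbance; 0% = complete reaction with DMSO and 100% = background rate lacking mevalonate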
TNAP inh hi DEA: TNAP (human) inhibition, high acceptor; AID 1135; inhibition, % at 20 µM; actives 0.03% (n = 200,000); purified TNAP, CDP-star luminescence, 1 M DEA;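 active = over 50% inhibition of tissue-nonspecific alkaline phosphatase at 20 µM in the single-dose screen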;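 note: plate controls were DMSO wells for no effect and EDTA-quenched wells as full inhibition for full effect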
An asterisk follows results filed as active; . = no result given. Hits appear at their usual frequency; 12% or so of the library scored in one or more.

SMILES	RAM network inh	DTT redox prof	PMI activator	S1P3 antagonist	Lmaj promast	PMI act satM6P	TNAP inh noacc	Hsp70 activator	Efa HMGR inh	TNAP inh hi DEA
CCOCCCNC(=O)C(NC(=O)CNC(=O)c1ccccc1)c1ccccc1 (centres undefined)	-0.6	0.0	1	.	-6	1.1	-11	-0.4	0	-4
COc1ccc(NS(=O)(=O)c2cccs2)cn1	2.6	0.1	1	-18	-5	0.8	-17	-0.1	9	-2
O=[N+]([O-])c1cc(C(F)(F)F)ccc1N1CCCC(O)C1 (centres undefined)	0.4	0.3	1	-3	-3	1	-4	0.2	1	-1
COc1ccccc1-n1c(C)nnc1SCC(N)=O	-0.2	0.2	0.9	-15	-5	0.9	-4	0.0	1	1
CC(=Nc1ccc(C)c(C)c1)C1=C(O)CSC1=O	1.2	-0.1	1.1	2	3	0.9	-15	0.1	3	-4
CC(=O)Nc1cccc(C(=O)/C=C/c2ccc(/C=C/C(=O)c3cccc(NC(C)=O)c3)cc2)c1	3.2	0.3	0.9	-15	80*	1	3	0.3	4	4
CC(=O)Nc1c(O)nc(SCC(=O)Nc2ccc(C(C)=O)cc2)[nH]c1=O	-0.2	0.7	1	-26	-7	1	-9	0.0	-1	-11
Cc1cc(-c2nn(-c3ccccc3)cc2/C=C2\SC(N)=NC2=O)ccc1OC(C)C	3.1	0.4	0.8	-6	14	0.9	-33	-0.3	-1	4
Cn1ccnc1SCC(=O)c1cc2ccccc2o1	0.1	-0.4	1.2	.	-2	1.2	-8	1.1	2	-4
O=C(Nc1ccccc1)c1ccc(-c2ccc(F)cc2)s1	3.0	0.5	1	-13	-2	1.1	-5	-0.1	-3	-1
Cc1cccc(Nc2nnc(SCC(=O)Nc3cccnc3Cl)s2)c1	0.3	0.0	1	-12	62*	1	-5	-0.2	-3	0
CCN(CC)c1ccc(/C=c2\sc3nnc(-c4ccccc4Cl)n3c2=O)cc1	6.1	3.8	0.9	.	-5	0.9	36	-0.4	-4	5
O=S(=O)(/N=C(/Nc1ccccn1)c1ccccc1)c1ccc(Cl)cc1	0.3	1.0	1	.	12	0.8	6	-0.3	-2	-3
Nc1ncn(C(=O)c2ccco2)n1	1.9	-0.5	1	-30	-6	0.9	-11	-0.3	-1	-4
Cc1ccc(C(C(=O)NC2CCCCC2)N(Cc2cccnc2)C(=O)C2COc3ccccc3O2)o1 (centres undefined)	1.6	-0.7	0.9	17	64*	0.9	-15	-0.4	-8	-4
O=C(Nc1ccc2c(c1)OCO2)N1CCN(c2ncc(C(F)(F)F)cc2Cl)CC1	2.9	0.2	0.8	.	68*	0.8	-1	0.0	1	-2
COc1ccc(Cl)cc1NS(=O)(=O)c1ccc(OC)c(OC)c1	-0.1	0.7	0.9	.	-1	0.9	-7	-0.3	0	0
COc1cc(-c2csc(N3CCOCC3)n2)cc(OC)c1OC	1.8	2.0	1.1	12	-5	0.9	-1	-0.2	2	-10
COc1cccc(-c2cc(C(=O)Nc3ccc(OC)c(OC)c3)no2)c1	3.4	-0.7	0.9	17	-3	1	-6	0.0	-13	0
OC(CNCCc1ccc(Cl)cc1)COCc1ccco1 (centres undefined)	0.1	-0.4	0.9	1	8	1	-8	-0.4	-1	-9
CCn1c(N2CCN(C(=O)NC3CCCCC3)CC2)nc2ccccc21	1.2	1.0	0.9	.	3	0.9	-11	-0.1	9	-6
COCCNC(=O)CN(C(=O)CCC(=O)Nc1nccs1)c1ccccc1OC	1.1	1.5	1.1	-26	1	1.1	-13	0.3	1	-5
C/C(CC(=O)Nc1cccc(C(F)(F)F)c1)=N\NC(=O)C1CCCCC1	1.4	-0.3	0.9	-5	-3	0.9	-8	0.3	-5	-5
COc1cccc(-n2cc3c(=O)n(C)c(=O)n(C)c3c2)c1	0.4	-0.3	1.5	-21	11	1.4	-12	1.6	2	-6
CC1(C)C2CCC1(C)C(OC(=O)CCn1ccnc1)C2 (centres undefined)	-0.1	-2.6	0.9	6	16	0.9	2	-0.3	3	1
CN1C(=O)/C(=C/c2ccco2)SC1=Nc1cccc(C(=O)O)c1	5.8	-0.6	1.3	3	-6	1	-12	-0.2	-5	-1
CCOC(=O)C1(C)/C(=N/Nc2ccc(S(N)(=O)=O)cc2)C(=O)C(=O)N1c1ccccc1 (centres undefined)	2.5	-0.5	1.1	-12	2	0.7	31	-0.1	2	37
O=S(=O)(N1CCOCC1)n1cnc2ccccc21	2.2	0.1	1	.	-1	1	-8	-0.2	-2	-8
COc1ccccc1CN1C[C@@H]2C[C@@H](c3ccc(Cl)cc3)N3CCC[C@@]23C1=O	0.4	-0.3	0.8	8	38	0.8	-4	-0.3	3	-7
S=C(Nc1ccccc1)Nc1nc2ccccc2n1CCOc1ccccc1	3.7	-0.1	1	.	51*	1	-13	-0.2	3	-9

Look-ups from above:
`COc1cccc(-n2cc3c(=O)n(C)c(=O)n(C)c3c2)c1` | DTT redox prof: -0.3
`CCOC(=O)C1(C)/C(=N/Nc2ccc(S(N)(=O)=O)cc2)C(=O)C(=O)N1c1ccccc1` (centres undefined) | Efa HMGR inh: 2

New compounds follow.
SMILES	RAM network inh	DTT redox prof	PMI activator	S1P3 antagonist	Lmaj promast	PMI act satM6P	TNAP inh noacc	Hsp70 activator	Efa HMGR inh	TNAP inh hi DEA
CN(CCO)S(=O)(=O)c1ccc2c(c1)C(=NO)c1cc(S(=O)(=O)N(C)CCO)ccc1-2	1.6	-0.5	0.9	3	-2	1	-4	-0.3	-3	-1
CC(C)(C)NC(=O)CN1CCC(O)(c2ccc3c(c2)OCO3)CC1	-0.1	0.8	1	.	-8	1.1	-9	-0.3	-2	-2
CC(C)c1ccc2c(c1)C1Cc3ccccc3C1N2 (centres undefined)	2.3	0.6	1.1	-16	-5	0.9	-11	-0.1	-1	0
CCOC(=O)C1=C(c2ccccc2)OC(N)=C(C#N)C1C(C)C (centres undefined)	2.4	1.7	0.8	18	0	0.8	-2	-0.2	3	-2
O=C(O)Cc1ccccc1C(=O)O	0.6	-0.5	0.9	-11	-4	1	-12	-0.2	1	-4
COc1ccc(/C=C(\NC(=O)c2cccs2)C(=O)N2CCOCC2)cc1OC	1.5	0.0	1	0	-2	0.9	-5	-0.4	1	2
CC(C)c1ccccc1NC(=O)CCCC(=O)O	1.4	2.0	1.2	-10	5	1	-6	-0.4	-3	-5
Cc1nn(CC(=O)Nc2ccc3c(c2)nc(CN2CCCC2)n3C)c(=O)c2ccccc12	1.1	0.6	0.8	10	-3	0.9	-9	-0.4	1	-5
CCCCNc1nc2c(c(=O)[nH]c(=O)n2C)n1CCOc1ccccc1	6.2	3.1	1	-42	-2	0.9	-1	0.2	3	-8
CC1=NN(c2nc(-c3ccc(Cl)cc3)cs2)C(=O)C1	1.0	-6.0	1.3	.	35	1.5	-8	-0.4	-4	1
O=C(O)[C@H](CO)Nc1ncnc2sc3c(c12)CCC3	0.9	2.4	1	.	-1	1.1	-13	-0.3	-3	-4
Nc1cc(=O)[nH]c(SCCOc2ccccc2)n1	0.0	0.1	1	1	-9	1	-6	-0.2	2	-7
COC(=O)[C@@H]1CC[C@H](C)[C@@H](c2ccc(C)cc2)N1C(=O)c1ccc(/C=N/OC[C@@H](O)[C@H]2O[C@@H]3OC(C)(C)O[C@@H]3[C@H]2O)cc1	0.4	0.3	1.1	-7	33	1.1	-6	-0.3	0	-6
COC(=O)Nc1ccc(S(=O)(=O)Nc2ccc(C(=O)O)cc2)cc1	0.4	-0.5	0.9	-7	-6	1	-3	-0.2	1	-1
CCn1nnnc1SCC(=O)Nc1sc(C)c(C)c1C#N	3.7	0.1	1	.	-4	1.1	-7	0.1	-1	1
CC1(C)CC(=O)c2cc(OCC(=O)NCCCN3CCN(c4ccccc4F)CC3)ccc2O1	0.7	1.4	0.9	-44	1	1	-13	0.3	0	-7
O=C1NNC(=O)C2C3C=CC(C4CC34)C12 (centres undefined)	0.3	0.1	1	.	-1	1	-11	-0.6	0	-2
OCc1csc(=Nc2ccccc2)n1-c1ccccc1	1.7	0.1	1	-32	7	1	-12	0.2	1	-9
CS(=O)(=O)N(CC(=O)O)c1ccc2c(c1)OCO2	0.0	2.8	0.8	-22	-4	0.8	-4	-0.2	-1	-2
CC(C)CC(=O)NCCCCc1ccccc1	0.4	-0.7	0.9	8	3	0.9	-4	-0.3	0	2
Cc1nn(-c2ccccc2)c2c1C(c1cccs1)C(C#N)=C(N)O2 (centres undefined)	0.2	0.0	1.2	.	10	1.4	-9	-0.7	-4	-2
O=C(c1cncc(Br)c1)N1CCCc2ccccc21	1.9	0.5	0.9	.	-3	1	-14	0.7	-2	-6
Cc1csc(NC(=O)c2cc(-c3ccco3)nc3ccccc23)n1	3.2	0.6	0.9	11	1	0.9	-12	-0.5	-11	0
Cc1c(NC2=NC3(CCCCC3)Cc3ccccc32)c(=O)n(C)n1-c1ccccc1	1.6	0.5	1.1	.	12	1.1	-2	-0.2	0	2
C/C(Cn1cnc([N+](=O)[O-])n1)=N\NC(=O)c1ccncc1	-0.3	-0.4	1	-4	-1	1	-8	-0.3	0	-2
O=C(Nc1cccnc1)c1cc(-c2ccco2)on1	2.7	-0.4	0.7	17	-3	0.8	-9	-0.2	-3	-1
COc1ccc(CCN/C=C2/CC(=O)NC2=O)cc1OC	0.8	-1.0	0.9	-32	-5	1	-10	0.0	-7	-6
Cc1cc(C)n(-c2nnc(N3CCN(c4ccccc4)CC3)nn2)n1	-0.5	-0.6	0.9	-8	10	0.6	-4	0.0	-5	4
Cc1ccc(C(=O)CSC2=C(C#N)C(c3ccco3)C3=C(CC(C)(C)CC3=O)N2)cc1 (centres undefined)	1.6	0.6	1.1	-23	90*	1.2	1	-0.5	-1	4
Cc1ccc(-c2c[n+](CC(=O)N3c4ccccc4Sc4ccccc43)c3n2CCC3)cc1	-0.4	2.2	0.8	1	96*	0.9	-8	0.0	-3	1
O=C(CSc1nnc(-c2ccccc2Cl)n1Cc1ccco1)Nc1ccc2c(c1)OCCO2	3.9	0.0	0.9	8	9	0.9	-6	-0.4	-4	-6
Cc1nc(N2CCN(C)CC2)c2c(C)c(C(=O)Nc3ccc(C)c(F)c3)sc2n1	0.6	-0.9	0.9	.	25	1	2	-0.1	-3	1
Cc1ccc(N2C(=S)NC3c4cc(Cl)ccc4OC2(C)C3C(=O)N(C)C)cc1 (centres undefined)	-0.4	0.9	1.2	-9	6	1	-8	-0.1	-9	2
CCOc1ccc(S(=O)(=O)N2CCN(C(=O)c3sccc3C)CC2)cc1	0.9	0.0	1	.	-2	1.1	-17	-0.4	-5	-1
Cc1cccc(CSCCNC(=O)Nc2ccccc2)c1	0.7	-0.8	0.9	-8	47	0.8	-9	-0.3	-4	-1
c1ccc(-c2nc3nonc3nc2-c2ccccc2)cc1	3.5	1.3	1.5	-4	84*	1.3	5	-0.2	-7	-5
CC1=[N+]([O-])C(N2CCOCC2)C(O)(c2ccccc2)C1 (centres undefined)	3.3	2.3	1	-7	-8	0.9	-6	0.0	0	-1

Source: PubChem
